From PubChem
GPR35 arrestin U2OS: GPR35 antagonists blocking zaprinast-driven arrestin recruitment, primary screen, imaging, U2OS, beta-arrestin-GFP, zaprinast agonist (AID 2058); U2OS GPR35 beta-arrestin-GFP translocation imaging, zaprinast antagonism; higher % means a stronger effect; inhibition, % at 10 µM; hits with a dose series show IC50 in µM; 0.052% of 290,000 active;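 active = inhibition of at least 50% with at least 30 cells and total cytoplasm GFP at most 10,000,000; inconclusive = under 30 cells or total GFP of 10,000,000 plus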
HIV fusion peptide: cell-free HIV fusion peptide-binding blockers – biochemical, uHTS, fluorescence dequenching, primary screen (AID 1986) | cell-free peptide binding, fluorescence dequenching, 30 min; higher % means a stronger effect | one-dose inhibition, % at 20 µM; IC50 in µM for titrated hits | 0.3% of 290,000 active; in the data active = inhibition mostly above about 52%, no sharp cut-off; inactive = mostly below about 76%; also: some results filed as inactive read as strong as hits
HEK293 NOD2/NF-kB: inhibition of NOD2-driven NF-kB reporter – cell-based, luminescence, uHTS, HEK293 (AID 1566) | 0.63% of 290,000 active | HEK293 NOD2/NF-kB luciferase reporter, luminescence; higher % means a stronger effect | inhibition, % at 4 µM; hits with a dose series show EC50 in µM; also: many of its hits are not listed in these tables
GPR55 activation: selective activators of receptor GPR55 – imaging, U2OS cells, beta-arrestin-GFP redistribution, primary screen (AID 1961); U2OS GPR55 beta-arrestin-GFP redistribution imaging; higher % means a stronger effect; one-dose activation, % at 10 µM; EC50 in µM for titrated hits; 0.048% of 290,000 active;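 active = activation above 40% with more than 50 cells counted in the well; inconclusive = wells holding fewer than 50 cells, flagged as toxic or sparse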;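 also: U2OS osteosarcoma cells stably expressing GPR55 and beta-arrestin-GFP; plate controls were DMSO negative control for no effect and LPI positive control for full effect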
Myeloid diff MLP: myeloid differentiation induction; ER-HoxA9 myeloid progenitors, lysozyme-GFP differentiation, flow cytometry; calls only at 10 µM; 1% of 360,000 active;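 active = normalized GFP-positive differentiation at or above the plate's own cutoff, the solvent-only control mean plus 3 SD; inconclusive = no clear call, values can overlap the other calls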;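 also: cells exposed to compound for four days before flow analysis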
KOR beta-arrestin-1: KOR antagonists, beta-arrestin recruitment, cell-based, luminescence, uHTS (AID 1778). inhibition, % at 10 µM; hits with a dose series show IC50 in µM. 0.091% of 290,000 active. KOR beta-arrestin recruitment, luminescence, antagonist mode; higher % means a stronger effect; also: strong numbers were not always called active
KOR beta-arrestin-2: kappa opioid receptor activators – cell-based, luminescence, uHTS, primary screen (AID 1777). 0.02% of 280,000 active. one-dose activation, % at 10 µM; EC50 in µM for titrated hits. KOR beta-arrestin recruitment, luminescence; higher % means a stronger effect; in the data active = activation above about 50%, passing the limit was not always enough; also: a part of the inactive calls stands beside numbers as strong as those of hits
GPR55 antagonists: inhibition of LPI-stimulated GPR55 beta-arrestin translocation – imaging, U2OS, beta-arrestin-GFP, LPI agonist, primary screen (AID 2013) | U2OS GPR55 beta-arrestin-GFP translocation imaging, LPI antagonism; higher % means a stronger effect | inhibition, % at 10 µM; hits with a dose series show IC50 in µM | 0.13% of 290,000 active;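 active = spots per cell inhibited over 60%, with over 100 cells counted and total cytoplasm intensity under 500,000; inconclusive = wells with under 100 cells, flagged as likely toxic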;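 also: U2OS cells stably carrying GPR55 and arrestin-GFP stimulated by 5 µM LPI near EC80; imaged beta-arrestin-GFP aggregate spots per cell after agonist stimulation; plate controls were LPI-stimulated DMSO wells for no effect and DMSO wells without LPI for full effect; some results filed as inactive read as strong as hits; confirmed hits need IC50 under 10 µM and bright autofluorescent wells are also inconclusive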
NOD1 inhibition: inhibition of NOD1-driven NF-kB reporter – cell-based, luminescence, uHTS, primary screen (AID 1578); NOD1-driven NF-kB luciferase reporter cells, luminescence; higher % means a stronger effect; inhibition, % at 4 µM; hits with a dose series show EC50 in µM; 1% of 290,000 active; in the data active = inhibition mostly above about 36%, no sharp cut-off; inactive = mostly below about 34%;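 also: HEK-293T reporter cells stimulated with the NOD1 agonist gamma-tri-DAP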
Myeloid diff MLP GFP+ MAC1+ %: second read-out of Myeloid diff MLP, no call of its own (marks repeat the call); GFP+ MAC1+ double positive, %; measured here: differentiation confirmed by MAC1 staining
* marks the source's active call; other numbers are inactive results; i = inactive; ? = inconclusive; . = not tested or not shown; & = joins results of further samples; [ ] = remark or other dose. Rule as the data show it, unless noted: active = inhibition above about 50%; inactive = the rest. This is a subset, so the mix of outcomes need not match the whole.

1	COC(=O)c1ccc(O)cc1
2	CC[n+]1c(C)sc2cc(OC)ccc21
3	Cc1ccc(CN2CCN(Cc3cccc4nccnc34)CC2CCO)cc1 (configuration not stated)
4	C=C[C@@H]1CN2CCC1C[C@@H]2[C@@H](O)c1ccnc2ccc(OC)cc12 (some centres not stated)
5	C1CCC(C(CC2CCCCN2)C2CCCCC2)CC1 (configuration not stated)
6	CC(COc1ccccc1)NC(C)C(O)c1ccc(O)cc1 (configuration not stated)
7	CC[N+](C)(CC)CCOC(=O)C(O)(c1ccccc1)C1CCCCC1 (configuration not stated)
8	O=C(CCNNC(=O)c1ccncc1)NCc1ccccc1
assay / compound	1	2	3	4	5	6	7	8
GPR55 activation	0.5%	-0.6%	0.0%	-0.1%	-0.2%	0.5%	-0.2%	-0.1%
Myeloid diff MLP GFP+ MAC1+ %	0.3	0.9	0.3	2.3&1.4	5.5	2.1	.	3.0
GPR35 arrestin U2OS	-1.9%	-15.7%	-3.4%	-6.1%	-6.8%	-13.9%	-19.9%	-5.5%
NOD1 inhibition	-4.2%	-36.0%	5.2%	-3.5%	-34.6%	-33.3%	-25.7%	-47.8%
HIV fusion peptide	0.6%	1.5%	-1.5%	-0.5%	-1.8%	0.2%	-0.5%	1.8%
Myeloid diff MLP	i	i	i	i	?	i	?	i
GPR55 antagonists	1.4%	13.2%	6.0%	12.1%	3.19µM*	-3.5%	17.7%	-3.8%
KOR beta-arrestin-2	-1.3%	0.0%	-1.0%	-6.9%	1.4%	-1.0%	-2.0%	2.8%
KOR beta-arrestin-1	6.3%	-20.7%	32.0%	45.3%	5.9%	-14.1%	2.5%	-9.8%
HEK293 NOD2/NF-kB	9.2%	13.6%	15.1%	-5.3%	-2.9%	5.7%	8.4%	-2.1%

Overlap with the part before: four entries; new compounds follow.
5	C1CCC(C(CC2CCCCN2)C2CCCCC2)CC1 (configuration not stated)
6	CC(COc1ccccc1)NC(C)C(O)c1ccc(O)cc1 (configuration not stated)
7	CC[N+](C)(CC)CCOC(=O)C(O)(c1ccccc1)C1CCCCC1 (configuration not stated)
8	O=C(CCNNC(=O)c1ccncc1)NCc1ccccc1
9	O=C(NCCc1c[nH]c2ccccc12)c1cccnc1
10	NC(=O)c1cccc(-c2cc(Nc3ccc(OC(F)(F)F)cc3)ncn2)c1
11	CC1(C)Cc2c(sc(NC(=S)NC(=O)c3ccccc3)c2C(=O)O)CO1
12	CN1CCN(CCC(=O)N2c3ccccc3Sc3ccc(C(F)(F)F)cc32)CC1
13	Cc1cc(-c2ccccc2)nnc1NCCN1CCOCC1
14	Cc1c(NC(=O)c2cccnc2)c(=O)n(-c2ccccc2)n1C
15	COc1ccccc1N1CCN(CCCNc2cc(=O)n(C)c(=O)n2C)CC1
16	Cn1c(=O)c2c(ncn2CC2OCCO2)n(C)c1=O
17	CCOc1ccc(C(=O)OCCN(CC)CC)cc1
18	COc1ccc(/C=C/C(=O)Nc2ccccc2C(=O)O)cc1OC
assay / compound	5	6	7	8	9	10	11	12	13	14	15	16	17	18
GPR55 activation	-0.2%	0.5%	-0.2%	-0.1%	0.2%	-0.1%	0.2%	-0.1%	0.1%	-0.2%	-0.1%	0.0%	-0.1%	0.1%&-0.2%
Myeloid diff MLP GFP+ MAC1+ %	5.5	2.1	.	3.0	2.0	0.2	0.2	1.6	3.1	0.6	0.9	0.4	1.1	0.6
GPR35 arrestin U2OS	-6.8%	-13.9%	-19.9%	-5.5%	-0.3%	11.9%	-2.7%	-0.4%	-14.1%	-1.3%	-3.0%	-6.9%	13.0%	-3.4%&-3.7%
NOD1 inhibition	-34.6%	-33.3%	-25.7%	-47.8%	-17.5%	3.0%	-26.3%	-24.7%	-39.4%	-10.7%	2.5%	-3.0%	-12.0%	-29.9%&8.3%
HIV fusion peptide	-1.8%	0.2%	-0.5%	1.8%	2.4%	-0.9%	2.8%	1.2%	0.5%	1.0%	-1.1%	-0.2%	-0.1%	5.3%&2.7%
Myeloid diff MLP	?	i	?	i	i	i	i	i	i	i	i	i	i	i
GPR55 antagonists	3.19µM*	-3.5%	17.7%	-3.8%	8.5%	-1.3%	0.2%	-0.8%	2.3%	-5.5%	-9.8%	3.1%	-2.7%	4.8%&0.1%
KOR beta-arrestin-2	1.4%	-1.0%	-2.0%	2.8%	1.9%	-3.0%	-12.5%	1.1%	-0.7%	0.0%	0.9%	-2.7%	-1.5%	-1.2%&1.0%
KOR beta-arrestin-1	5.9%	-14.1%	2.5%	-9.8%	-17.4%	-5.4%	-15.7%[20 µM]	-5.8%	-19.9%	-11.5%	-9.2%	5.0%	29.0%	-26.9%&8.5%
HEK293 NOD2/NF-kB	-2.9%	5.7%	8.4%	-2.1%	-5.2%	10.5%	6.9%	-21.5%	-2.8%	-0.8%	18.8%	-3.8%	11.6%	40.0%&47.0%

Whole records, looked up by structure.
Cn1c(=O)c2c(ncn2CC2OCCO2)n(C)c1=O reads GPR55 activation = 0.0%; Myeloid diff MLP GFP+ MAC1+ % = 0.4; GPR35 arrestin U2OS = -6.9%; NOD1 inhibition = -3.0%; HIV fusion peptide = -0.2%; Myeloid diff MLP = i; GPR55 antagonists = 3.1%; KOR beta-arrestin-2 = -2.7%; KOR beta-arrestin-1 = 5.0%; HEK293 NOD2/NF-kB = -3.8%
Cc1cc(-c2ccccc2)nnc1NCCN1CCOCC1 reads GPR55 activation = 0.1%; Myeloid diff MLP GFP+ MAC1+ % = 3.1; GPR35 arrestin U2OS = -14.1%; NOD1 inhibition = -39.4%; HIV fusion peptide = 0.5%; Myeloid diff MLP = i; GPR55 antagonists = 2.3%; KOR beta-arrestin-2 = -0.7%; KOR beta-arrestin-1 = -19.9%; HEK293 NOD2/NF-kB = -2.8%
